Autophagy HCS: autophagy modulators in MEF cells, primary screen, imaging, high-content, MEF GFP-LC3; MEF GFP-LC3 puncta imaging; test concentration mostly 10 µM; calls only at 10 µM (by protocol); actives 0.98% (n = 190,000);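 active means percentage of spot-positive cells more than 3 SD above its plate mean, without a fluorescence outlier flag or 80% toxicity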;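 further: spot-positive cell cutoff set from DMSO-treated cells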
Dynein transport: inhibitors of GR-EGFP nuclear translocation, primary screen, dynein cargo transport inhibitor project, imaging, high-content, 3617.4 mouse cells | test concentration mostly 20 µM; stimulated with dexamethasone, 1 µM; active compounds read low | z-score, hits read low | actives 0.47% (n = 220,000);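 active means plate z-score of nuclear minus cytoplasmic receptor signal below a set negative limit, without overly bright fluorescence or cell loss, cut at about -3.5 in these data, passing the limit was not always enough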;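 further: z-score of nuclear minus cytoplasmic ring GR-EGFP intensity difference per well; some compounds called inactive have numbers as strong as hits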
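Buffer or medium: tet-free, stripped-serum medium; reagent: dexamethasone at 1.0 µM final, 30 min; incubation: 48 h induction, 1 h compound, 30 min dex at 37 °C; measured by: formaldehyde fixation, Hoechst nuclear stain, 10x automated fluorescence imaging; read-out: nuclear-to-cytoplasmic GR-EGFP distribution per well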
bCat nuc transl: modulators of beta-catenin nuclear translocation, primary screen, imaging, HeLa cells, immunofluorescence, high-content; nuclear translocation activity, % at 5 µM; actives 0.3% (n = 190,000); AID 1665, 2009;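 active means nuclear translocation activity above 50% at 5 µM, with a well cell count of 50 or more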;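 further: per-cell ratio of nuclear to cytoplasmic median beta-catenin stain intensity; plate controls were DMSO negative control for no effect and GSK-3 inhibitor IX positive control for full effect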
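System: Human HeLa cells, endogenous beta-catenin | Compound dosing: 5 µM primary, 0.02–20 µM confirmation | Timing: 24 h compound exposure at 37°C, 5% CO2 | Measured by: Fluorescence imaging of beta-catenin antibody stain plus DAPI | Read-out basis: % activation of per-cell nuclear versus cytoplasmic median beta-catenin signal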
MT stabilize HCS: microtubule stabilizers in HeLa cells, primary screen, imaging, high-content imaging | HeLa tubulin immunostaining HCS, 24 h; share of cells brighter than vehicle mean+2SD | % tubulin-high responders, % at 10 µM | actives 0.83% (n = 200,000);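 active means plate Z-score above 3 for both tubulin-high and condensed-nucleus cell shares, with cell loss under 80%, at 10 µM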;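 further: anti alpha tubulin signal scored within the nucleus-defined area of each cell; some results filed as inactive read as strong as hits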
Ins promoter up: insulin promoter activators in MIN6 cells, imaging, high-content screening, mouse beta cells | MIN6 insulin promoter-GFP reporter; active compounds read high | z-score at 5 µM | actives 0.3% (n = 190,000) | AID 1625, 2009;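 active means z-score above 3 at 5 µM with at least 500 cells counted in the well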
HIV peptide binding: inhibitors of HIV fusion peptide binding, primary screen, biochemical, uHTS, fluorescence dequenching (AID 1986); cell-free peptide binding, fluorescence dequenching, 30 min; higher % means a stronger effect; inhibition, % at 20 µM, or IC50 in µM where a hit was titrated; actives 0.3% (n = 290,000); in the data active means inhibition mostly above about 52%, no sharp cut-off; inactive means mostly below about 76%; further: some results filed as inactive read as strong as hits
WT yeast gro inh: growth inhibition of WT strain, primary screen, mitochondrial fusion inhibitor project, WT and mutant strains, chemical genetic; mitochondrial fusion phenotypic screen; actives 2.1% (n = 190,000); inhibition, % at 10 µM; in the data active means inhibition above about 58%; tested in S. cerevisiae
AID2073: inhibitors of Mint1-CaV2.2 protein interaction, biochemical, HTRF (AID 2073). one-dose inhibition, % at 20 µM; IC50 in µM for titrated hits. actives 0.19% (n = 290,000). HTRF protein-protein interaction, Mint1-CaV2.2; higher % means a stronger effect; in the data active means inhibition mostly above about 51%, no sharp cut-off; further: some results filed as inactive read as strong as hits
Yfh1-depleted yeast: enhancers of respiration in Yfh1-depleted yeast, dose response, Friedreich's ataxia, plus single-dose screen (AID 1465) | one-dose fold induction at 50 µM; EC50 in µM for titrated hits | actives 0.074% (n = 220,000) | S. cerevisiae Yfh1-off respiration, WST-1 reduction, 72 h; higher fold induction means a stronger effect;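 active means fold induction of absorbance versus untreated yeast above a set limit, then at least 30% activation at any dose in follow-up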;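 further: activators that raise dye reduction in frataxin-depleted yeast; strong numbers were not always called active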
WT yeast gro inh mutant strain: further read-out of WT yeast gro inh, marked with its call; inhibition, %; mitochondrial fusion phenotypic screen, mutant strain inhibition
Dynein transport cytoplasmic EGFP: also measured in Dynein transport; calls as there; z-score; measured here: cytoplasmic GR-EGFP intensity; active compounds read high
Dynein transport nuclear GR-EGFP: also measured in Dynein transport; calls as there; z-score; measured here: nuclear GR-EGFP intensity;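 lower value marks the stronger effect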
Dynein transport cell count: recorded beside Dynein transport, whose call it bears; z-score; measured here: cell count per field
Ins promoter up cell count: further read-out of Ins promoter up, marked with its call; cell count; measured here: cytotoxicity, nuclei count;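 total cells summed across four imaged fields per well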
bCat nuc transl cell count 5 µM: second read-out of bCat nuc transl, no call of its own (marks repeat the call); cell count; measured here: cell count, cytotoxicity flag
MT stabilize HCS Hoechst-high %: second read-out of MT stabilize HCS, no call of its own (marks repeat the call); % Hoechst-high responders; measured here: nuclear condensation Hoechst responders;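 share of cells brighter than vehicle mean plus two SD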
MT stabilize HCS cytotoxicity %: second read-out of MT stabilize HCS, no call of its own (marks repeat the call); toxicity, %; measured here: cytotoxicity by cell density;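 0% = mean cell density of plate MIN control wells and 100% = no cells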
Autophagy HCS cell loss 18 h: further read-out of Autophagy HCS, marked with its call; toxicity, %; measured here: cell loss, nuclei count;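 cell loss after 18 h compound exposure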
Starred values were filed as active, the others as inactive; i = inactive; nt = not tested or not shown; & = joins results of further samples.

SMILES	Autophagy HCS	Autophagy HCS cell loss 18 h	Dynein transport	Dynein transport cytoplasmic EGFP	Dynein transport nuclear GR-EGFP	Dynein transport cell count	bCat nuc transl	bCat nuc transl cell count 5 µM	MT stabilize HCS	MT stabilize HCS Hoechst-high %	MT stabilize HCS cytotoxicity %	Ins promoter up	Ins promoter up cell count	HIV peptide binding	WT yeast gro inh	WT yeast gro inh mutant strain	AID2073	Yfh1-depleted yeast
CCc1c(C)c(C#N)c2nc3ccccc3n2c1Nc1c(C)n(C)n(-c2ccccc2)c1=O	i	0	1	0.049	1.2	-1.8	0.3	1316	5.1	2.8	6.8	-0.74	1598	-0.4%	8	16	-6%	i
Cc1cc(C(F)(F)F)nn1Cc1n[nH]c(=S)n1-c1ccc(Cl)cc1	i	28	-0.96	-0.25	-0.26	0.48	-3.4	1249	1.7	2.5	7.4	-1.3	1016	0.7%	7	51	-28%	nt
Cc1ccc(-n2c(CSc3nc(C)cc(C)n3)nnc2SCC(=O)Nc2nccs2)cc1	nt	nt	0.19	-0.22	0.53	-0.37	1.1	1301	nt	nt	nt	-0.3	1108	0.3%	nt	nt	-5%	i
OCn1c2ccccc2c2ccccc21	nt	nt	-0.63	-0.76	-0.16	0.22	0.9	1334	nt	nt	nt	0.63	1084	-0.4%	nt	nt	12%	i
CCOc1cc(C2NN=C(c3ccccc3)S2)ccc1OCc1ccc(F)cc1 (stereo not drawn)	i	-6	-1.1	-0.031	-0.26	0.67	-5.5	1191	1.9	2.2	7.1	-0.08	847	-1.1%	-2	-24	13%	i
O=C(CCCN1C(=O)/C(=C\c2ccccc2)SC1=S)Nc1ccc(O)cc1	i	25	-0.94	-0.32	-0.2	0.32	-0.1	1566	2.3	1.6	2.0	nt	nt	-2.8%	-13	2	-10%	i
CC[C@H](CO)Nc1nc(Nc2cccc(Cl)c2)c2ncn(C(C)C)c2n1	nt	nt	0.03	-0.71	0.075	-0.22	2.9	1295	nt	nt	nt	1.2	655	2.6%	nt	nt	8%	i
Cn1c(=O)c2c(nc(Br)n2C/C=N/NC(N)=S)n(C)c1=O	nt	nt	-0.83	-0.16	-0.44	0.69	-3.2	1166	nt	nt	nt	-0.23	1285	-0.7%	nt	nt	-8%	i
COc1ccnc(N=CNOCc2cccc(C(F)(F)F)c2)c1C#N	i	12	0.91	-0.28	0.38	-0.19	-0.8	926	2.7	2.0	0.5	-0.86	1445	-0.1%	0	2	33%	i
Nc1ccc(CSc2ccc(Cl)cc2)cc1	i	7	-0.78	-0.24	-0.039	0.33	-2.2	1118	5.7	1.2	18	0.18	1204	-2.5%	33	32	-10%	i
O=C(/C=C/c1cccc([N+](=O)[O-])c1)n1cnc2ccccc21	i	7	-5.1*	1.4*	-2.5*	-0.21*	1.9	1085	5.2	5.0	3.5	0.16	1007	0.0%	36	31	27%	i
COc1ccc(CC(=O)NCc2ccc3c(c2)OCO3)cc1	i	-12	0.061	-0.036	0.22	-0.21	nt	nt	1.7	1.7	8.4	0.31	911	-2.7%	17	25	-10%	i
Cc1cccc(NC(=S)NC23CN4CN(CN(C4)C2)C3)c1C	i	3	2.8	0.12	2.2	-2.4	0.8	1114	3.9	2.4	1.1	-0.64	1134	0.7%	16	-5	-15%	i
CC1CCN(CC(=O)N2c3ccccc3CC2C)CC1 (stereo not drawn)	i	-23	-1.2	0.015	-0.62	1.3	-0.2	1017	2.7	2.5	2.5	-0.17	1258	-1.0%	-2	3	10%	i
CC1=C(C(=O)OC(C)C)C(c2ccco2)NC(=O)N1 (stereo not drawn)	i	-6	-0.0062	0.36	-0.74	-0.097	0.7	1238	4.1	1.9	9.0	0.45	1582	3.1%	7	-5	9%	i
CCOc1c(C#N)c(C#N)c2nc(C)cc(C)n12	i	-5	0.7	-0.11	0.11	-0.03	nt	nt	2.3	1.4	4.1	nt	nt	-0.8%	-7	8	15%	i
O=C(OCC(=O)N1CCN(C(=O)c2ccco2)CC1)c1sc2cc(F)ccc2c1Cl	i	1	-0.31	-0.19	-0.12	0.29	-4.4	1135	2.0	2.1	9.2	nt	nt	-1.4%	2	10	0%	i
CC(=O)Oc1c(C(=O)c2nnc(C)o2)c(=O)n(C)c2ccccc12	i	-8	2.7	0.42	1.1	-1.6	-3.7	530	5.8	4.0	9.1	0.12	1257	-1.7%	-11	-15	44%	i
O=C1c2ccccc2C(O)N1c1ccc(Cl)cc1 (stereo not drawn)	i	5	1.9	0.15	1.4	-1.1	-6.5	1171	5.5	3.0	5.6	-0.06	1010	-0.1%	0	2	8%	i
COc1cccc(-n2c(C)c3c(OC)cccc(=O)c3c2C)c1	i	-5	-0.21	-0.28	0.18	0.58	-1.2	1050	1.9	2.2	4.9	-1.1	1416	17%	-10	-12	28%	i
Cn1c(C(=O)Nc2ccc3c(c2)OCCO3)cc2sccc21	i	7	-0.82	-0.23	-0.13	0.65	-1.6	1218	2.3	1.6	9.7	-0.13	946	0.2%	6	-10	3%	i
Cc1ccc(-n2nnnc2SCC(=O)c2cc(C)n(-c3cc(C)on3)c2C)c(C)c1	i	1	-0.91	-0.2	-0.28	0.68	6.5	1070	23	5.9	29	-2	906	-2.0%	nt	nt	-4%	i
Cc1ccc(-n2ncc(N(C)C)c(Cl)c2=O)cc1	i	-1	-0.12	-0.22	-0.35	0.38	nt	nt	1.0	1.9	2.9	nt	nt	0.7%	2	0	8%	nt
COC(=O)c1ccc(NC(=O)CN(C)S(=O)(=O)c2ccc(OC)c(C)c2)cc1	i	-5	0.35	-0.24	-0.52	0.61	nt	nt	2.1	1.2	0.8	0.68	1217	-1.0%	11	6	1%	i
O=C(/C=C/c1ccco1)NC(=S)Nc1ccc(Cl)cn1	i	4	0.079	1.1	0.069	-0.38	1.0	1032	1.3	1.1	12	-0.16	886	30%	21	30	0%	i
C=CCOc1ccc(CN(C)Cc2nc3cc(C(F)(F)F)ccc3c(=O)[nH]2)cc1	i	-8	0.074	-0.36	-0.47	-0.47	0.4	990	1.1	2.6	5.0	0.68	1693	0.8%	24	-2	-7%	i
O=C(c1ccc(Cl)cc1)c1ccc(OCC(O)CN2CCCCC2)cc1 (stereo not drawn)	i	10	4.1	0.57	2.5	-3.4	-2.2	1207	4.9	3.4	3.9	-0.66	805	-2.6%	13	28	4%	i
CC1=NN(c2ccccc2)C(=O)/C1=C\c1cn(CCC#N)nc1-c1ccc(Cl)cc1	i	5	1.2	-0.17	2.2	-1.9	0.1	887	2.8	3.2	3.4	-0.71	2193	-0.6%	32	8	-3%	i
CCOC(=O)C(=CNc1ncccc1C)C(=O)OCC	i	3	-0.48	-0.11	0.24	-0.61	nt	nt	1.1	1.3	4.2	nt	nt	-1.5%	2	5	32%	i
Cc1cc(=O)n2cccc(O)c2n1	i	-6	-1	-0.35	-0.25	1.8	2.9	1521	3.6	1.8	8.7	-0.07	1353	4.1%	-8	-9	28%	i
O=C(Cc1cc(=O)[nH][nH]1)N/N=C/c1c(Cl)cccc1Cl	i	2&7	-0.97&-2.2	-0.26&-0.023	-0.77&-1.2	0.83&0.49	2.5&-1.4	986&1186	1.6&4.6	2.0&2.3	2.5&1.4	-0.01&-0.29	1700&1441	13%&17%	-10&12	-19&-4	6%&5%	i
CCN(C(=O)COC(=O)c1ccc2[nH]c3c(c2c1)CCCC3)C1CCS(=O)(=O)C1 (stereo not drawn)	i	-1	0.79	-0.14	0.34	-0.43	0.9	1029	5.1	1.5	5.5	0.56	1222	0.3%	-6	-1	-2%	i
CC(C)n1c(O)c(/C=C2\C=NN=C2c2ccccc2)sc1=S	nt	nt	-0.15	-0.23	-0.17	0.64	-2.3	1222	nt	nt	nt	-0.63	1389	1.0%	nt	nt	0%	i
CC(C)Oc1ccc(C(=O)NCc2cccs2)cc1	i	5	1	-0.26	1.2	0.13	nt	nt	2.0	2.1	7.1	nt	nt	-0.4%	7	11	2%	i
CC1=NN2C(=N)/C(=C\c3cc(C)n(-c4cccc(C)c4)c3C)C(=O)N=C2S1	nt	nt	1.6	-0.23	1.4	-1	-1.2	1354	nt	nt	nt	0.52	1115	4.7%	nt	nt	12%	i
COc1ccc(Br)cc1/C=C/C(=O)Nc1ccc2ccccc2c1	i	-2	0.61	-0.3	-0.076	-0.46	-0.8	960	4.8	2.3	11	-1.2	2128	0.8%	37	8	10%	i
CN(CCOCCOc1ccc2ccccc2c1)Cc1ccccc1	i	4	0.38	-0.24	0.06	-0.2	3.6	917	1.6	1.1	8.0	nt	nt	1.2%	22	37	18%	i

Profiles, quoted from the list. Order of screens: Autophagy HCS | Autophagy HCS cell loss 18 h | Dynein transport | Dynein transport cytoplasmic EGFP | Dynein transport nuclear GR-EGFP | Dynein transport cell count | bCat nuc transl | bCat nuc transl cell count 5 µM | MT stabilize HCS | MT stabilize HCS Hoechst-high % | MT stabilize HCS cytotoxicity % | Ins promoter up | Ins promoter up cell count | HIV peptide binding | WT yeast gro inh | WT yeast gro inh mutant strain | AID2073 | Yfh1-depleted yeast
Record of Cc1cc(=O)n2cccc(O)c2n1 → i | -6 | -1 | -0.35 | -0.25 | 1.8 | 2.9 | 1521 | 3.6 | 1.8 | 8.7 | -0.07 | 1353 | 4.1% | -8 | -9 | 28% | i
Record of COc1ccc(Br)cc1/C=C/C(=O)Nc1ccc2ccccc2c1 → i | -2 | 0.61 | -0.3 | -0.076 | -0.46 | -0.8 | 960 | 4.8 | 2.3 | 11 | -1.2 | 2128 | 0.8% | 37 | 8 | 10% | i
